RNase H inhibition = RNase H inhibition, HIV 1 Gag Pol polyprotein, FRET biochemical assay, screening (AID 372). 100,000 compounds, 0.77% hits. HIV-1 RT RNase H, FRET RNA/DNA substrate fluorescence; higher % means a stronger effect. inhibition, % at 10 µM; hits with a dose series show IC50 in µM; in the data active = inhibition above about 50%
Active calls of the source: *. Some of the compounds tested; the hit share may differ from the screen's.

SMILES | RNase H inhibition
COc1ccc(-c2cc(C(F)(F)F)n3nc(C(=O)NC(C)C)c(Cl)c3n2)cc1OC | 7%
Cn1c(-c2ccccc2)cc(O)c(C(=N)c2ccccc2)c1=O | 2%
CCOC(=O)c1c(-c2ccccc2)oc2ccc(OC(=O)c3ccc(OC)c(OC)c3)cc12 | 33%
COc1ccc(C(C)NC(=O)c2ccc(Br)cc2)cc1 (stereo not given) | 0%
Cc1nc(N)sc1-c1csc(Nc2cccc([N+](=O)[O-])c2)n1 | 24%
Cc1cc(C)cc(OCCNC(=O)/C=C/c2ccc(Cl)cc2)c1 | 4%
CC(=O)Nc1cccc(NC(=O)c2cc(Cl)ccc2Cl)c1 | 56%*
COC(=O)/C=C1\SC(=O)N(CN2CCOCC2)C1=O | 2%
COc1ccccc1NC(=S)NC(=O)C(C)C | 0%
CCOc1ccc(N(CC(=O)NC)S(C)(=O)=O)cc1 | 18%
N=Cc1c(O)n(-c2c(Cl)cccc2Cl)c2ccc([N+](=O)[O-])cc12 | 10%
CCOc1ccc(/C=C2/SC(=O)N(CN3CCCCC3)C2=O)cc1 | 11%
Cc1ccccc1Cn1cc(/C=C2\SC(=S)N(C)C2=O)c2ccccc21 | 20%
O=c1oc2c3c4c(cc2cc1CCO)CCCN4CCC3 | 12%
O=C1NC(=S)NC(=O)C1=Cc1cc(Br)ccc1OS(=O)(=O)c1ccccc1 | 17%

Individual results from above.
N=Cc1c(O)n(-c2c(Cl)cccc2Cl)c2ccc([N+](=O)[O-])cc12 in RNase H inhibition → 10%
CCOC(=O)c1c(-c2ccccc2)oc2ccc(OC(=O)c3ccc(OC)c(OC)c3)cc12 in RNase H inhibition → 33%
O=C1NC(=S)NC(=O)C1=Cc1cc(Br)ccc1OS(=O)(=O)c1ccccc1 in RNase H inhibition → 17%
COc1ccc(-c2cc(C(F)(F)F)n3nc(C(=O)NC(C)C)c(Cl)c3n2)cc1OC in RNase H inhibition → 7%
Cn1c(-c2ccccc2)cc(O)c(C(=N)c2ccccc2)c1=O in RNase H inhibition → 2%
CCOc1ccc(N(CC(=O)NC)S(C)(=O)=O)cc1 in RNase H inhibition → 18%
Cc1nc(N)sc1-c1csc(Nc2cccc([N+](=O)[O-])c2)n1 in RNase H inhibition → 24%

(more compounds)
SMILES | RNase H inhibition
CCC(=O)Nc1c(S(=O)(=O)c2ccccc2)c2nc3ccccc3nc2n1C1CCCCC1 | 17%
CC(=O)Nc1ccccc1NC(=O)c1ccc(C)c([N+](=O)[O-])c1 | 2%
FC(F)(F)Oc1ccc(N=Cc2c[nH]c3ccccc23)cc1 | 5%
Cc1ccc(NC(=O)c2ccc3nc4ccccc4nc3c2)cc1 | 3%
Cc1ccc(C)c(NC(=O)C(=O)NCc2ccccc2Cl)c1 | 3%
COC(=O)CC1(C)OCC(CN2CCCCC2)O1 (stereo not given) | 0%
Ic1ccc(OCCCCCCN2CCCC2)cc1 | 0%
CCc1nc(SCc2ccc(OC)c([N+](=O)[O-])c2)n[nH]1 | 30%
CCOCCOC(=O)C1=C(C)NC2=C(C(=O)CC(c3ccc(OC)cc3)C2)C1c1cccc(OC)c1OC (stereo not given) | 5%
CC1CCCCN1S(=O)(=O)c1ccccc1[N+](=O)[O-] (stereo not given) | 3%
C/C(CCc1ccc2c(c1)OCO2)=N/N=C1/NC(=O)CC(C(=O)O)S1 (stereo not given) | 3%
C/C(=C\c1ccccc1)CN1CCN(c2ccc(Cl)cc2)CC1 | 9%
Cc1csc(NC(=O)CN2C(=O)/C(=C/c3ccc(C(C)C)cc3)SC2=S)n1 | 18%
CCOC(=O)C(CC)P(=O)(c1ccccc1)c1ccccc1 (stereo not given) | 0%
CCOc1c(Br)cc(Br)cc1/C=C1\SC(=S)NC1=O | 6%
O=C(NCCCN1CCOCC1)/C(=C/c1cccs1)NC(=O)c1ccccc1 | 0%
CCCCc1ccc(-c2nc(-c3ccc(Br)cc3)no2)cc1 | 16%
CCOC(=O)C1CCN(CN2C(=O)C(=O)c3ccccc32)CC1 | 5%
O=c1[nH]c(/C=C/c2ccc(N3CCOCC3)c([N+](=O)[O-])c2)c([N+](=O)[O-])c(=O)[nH]1 | 4%
CN(C)C(=O)c1ccc(I)cc1 | 30%
CC(=O)N1N=C2/C(=C/c3ccccc3)CCCC2C1c1ccccc1 (stereo not given) | 30%
Cc1cc(-c2cccc(Br)c2)c(C#N)c(N)n1 | 21%
COc1ccc(N2C=Nc3ccc(C)c4nc(C)cc2c34)cc1 | 29%
Cc1ccc(N(CC(=O)NCCCC(C)(C)C2OCCO2)S(=O)(=O)c2ccc(F)cc2)cc1 | 9%
CC(C)C(=O)NC(c1ccccc1Cl)c1ccc2cccnc2c1O (stereo not given) | 1%
CC(=O)Oc1ccc(-c2cccc(C(=O)N3CCOCC3)c2)cc1 | 0%
O=C(O)CN1C(=O)/C(=C\c2cc(Br)ccc2OCc2ccccc2F)SC1=S | 19%
CC(C)CNC(=O)c1ccccc1NC(=O)C(c1ccccc1)c1ccccc1 | 6%
CCN(CC)c1ccc(/C=C2\C(=O)N(c3ccc(C)cc3)N=C2C)cc1 | 29%
Cc1ccc(S(=O)(=O)N2CCN(Cc3ccccc3)CC2)cc1[N+](=O)[O-] | 3%
CS(=O)(=O)N(CC(=O)NCCSc1ccccn1)c1ccc(F)cc1 | 0%
COc1ccc(C(=O)N2CCC(C(N)=O)CC2)cc1 | 6%
Cc1ccccc1C(=O)Nc1ccc(C(=O)Nc2nccs2)cc1 | 9%
C#CCOC(=O)C(C=C=C)(C(=O)OCC)C(F)(F)F (stereo not given) | 4%
COc1ccccc1N=Cc1c(O)n(-c2ccccc2C)c(=S)[nH]c1=O | 11%
COc1cc(C(=O)Nc2nc3ccc(Br)cc3s2)cc(OC)c1OC | 6%
CCN1C(=O)/C(=C/c2cc([N+](=O)[O-])ccc2OCCOc2ccc(OC)cc2)SC1=S | 6%
Cc1ccc(C)c(NC(=O)Nc2ccc(Cl)cc2)c1 | 5%
CSc1nc2c(c(=O)n1C1CCCCC1)C1(CCCCC1)Cc1ccccc1-2 | 5%
COc1ccc(OC)c(N2C(=O)NC(=O)/C(=C/C=C/c3ccccc3)C2=O)c1 | 20%
CCN(CC)S(=O)(=O)c1ccc(Cl)c(C(=O)Nc2ccccn2)c1 | 7%
CCOc1ccc(N(CC(=O)Nc2ccc(OC)c(OC)c2)S(=O)(=O)c2ccc(C)cc2)cc1 | 4%
NS(=O)(=O)c1ccc(CNS(=O)(=O)c2ccccc2)cc1 | 7%
CC(C)(C)c1ccccc1OCCCCCCSC#N | 8%
CCOC(=O)C1=C(C)N=c2s/c(=C/c3ccc(-c4ccc([N+](=O)[O-])cc4Cl)o3)c(=O)n2C1c1ccc(OC)cc1 (stereo not given) | 15%
O=C1NC(=Nc2cccnc2)S/C1=C\c1cccc(F)c1 | 36%
COc1cc(/C=N/NC(=O)c2cc(C34CC5CC(CC(C5)C3)C4)[nH]n2)cc(OC)c1OC | 7%
COc1cc(C(=O)Nc2ccc3oc(-c4cc(I)ccc4Cl)nc3c2)cc(OC)c1OC | 0%
O=C(Nc1cccc(Br)c1)c1ccn(C(=O)c2ccc(Cl)cc2)n1 | 2%
Cc1cc(C)nc(SCC(=O)Nc2ccccc2Oc2ccccc2)n1 | 11%
CCCCCCCC(=O)N/N=C(/C)c1cccs1 | 2%
COc1cccc(OC)c1C(=O)NCc1ccc(C)cc1 | 7%
Cc1c(N2C(=O)CS/C2=N\N=C\c2ccccc2)c(=O)n(-c2ccccc2)n1C | 20%
COc1ccc(C)cc1NC(=O)CN(c1cc(Cl)ccc1OC)S(=O)(=O)c1ccc(C)cc1 | 0%
Cc1ccc(N(CC(=O)Nc2c(C)n(C)n(-c3ccccc3)c2=O)S(=O)(=O)c2ccc(C)cc2)cc1 | 5%
CN1CCN(/N=C/c2ccc(-c3ccc([N+](=O)[O-])cc3Cl)o2)CC1 | 8%
CC1=C(C(=O)OCC2CCCO2)C(c2ccc(O)cc2)C2=C(CCCC2=O)N1 (stereo not given) | 7%
CC(=O)Oc1ccc2c(=O)oc(-c3ccccc3)nc2c1 | 6%
Nc1ccc(Br)cc1-c1n[nH]c(=S)[nH]c1=O | 14%
CCN(CC)c1ccc(/C=C2\NC(=S)N(c3ccccc3)C2=O)cc1 | 21%
Following part
SMILES | RNase H inhibition
COc1ccc(C(=O)N2CCN(C(=O)c3ccccc3F)CC2)cc1OC | 4%
CCOC(=O)C1=C(C)N=c2s/c(=C/c3c[nH]c4ccccc34)c(=O)n2C1c1ccc(F)cc1 (stereo not given) | 23%
COc1cc(C(=O)Nc2ccc3nn(-c4ccc(C)c(C)c4)nc3c2)cc(OC)c1OC | 34%
CC(=O)c1ccc(Oc2ccc([N+](=O)[O-])cc2)cc1 | 0%
Cc1ccc(C2Nc3ccccc3C(=O)N2Cc2ccccc2)cc1 (stereo not given) | 6%
O=C1CSC(=O)N1c1ccc(Br)cc1 | 0%
O=c1c(-c2ccc(Cl)cc2Cl)coc2c(CN3CCCCC3)c(O)ccc12 | 0%
O=C1/C(=C\c2cccc(F)c2)SC(=S)N1Cc1ccccc1 | 16%
CCOC(=O)C1=C(C)N=c2s/c(=C\c3ccc(OC)c(OC)c3OC)c(=O)n2C1c1ccccc1 (stereo not given) | 14%
COc1cc(/C=C2\SC(c3ccc(C)cc3)=NC2=O)cc(OC)c1O | 49%
NC(=O)CN1C(=O)C2C3c4ccccc4C(c4ccccc43)C2C1=O (stereo not given) | 8%
O=C1CC(c2ccccc2)CC(O)=C1C=Nc1ccccc1O (stereo not given) | 19%
CCOC(=O)C1=C(C)Nc2ccccc2S1 | 19%
COc1ccccc1CNS(=O)(=O)Cc1ccccc1 | 0%
COc1ccc(OC)c(/C=C2\NC(=S)N(c3ccccc3)C2=O)c1 | 9%

3 records drawn at random from those above, as already listed:
SMILES | RNase H inhibition
N=Cc1c(O)n(-c2c(Cl)cccc2Cl)c2ccc([N+](=O)[O-])cc12 | 10%
Cc1csc(NC(=O)CN2C(=O)/C(=C/c3ccc(C(C)C)cc3)SC2=S)n1 | 18%
Cc1cc(-c2cccc(Br)c2)c(C#N)c(N)n1 | 21%

Part of the list above in order of length of the SMILES, descending.
SMILES | RNase H inhibition
CCOC(=O)C1=C(C)N=c2s/c(=C/c3c[nH]c4ccccc34)c(=O)n2C1c1ccc(F)cc1 (stereo not given) | 23%
CCOC(=O)C1=C(C)N=c2s/c(=C\c3ccc(OC)c(OC)c3OC)c(=O)n2C1c1ccccc1 (stereo not given) | 14%
COc1cc(C(=O)Nc2ccc3nn(-c4ccc(C)c(C)c4)nc3c2)cc(OC)c1OC | 34%
COc1ccc(C(=O)N2CCN(C(=O)c3ccccc3F)CC2)cc1OC | 4%
CC(=O)c1ccc(Oc2ccc([N+](=O)[O-])cc2)cc1 | 0%
O=C1CC(c2ccccc2)CC(O)=C1C=Nc1ccccc1O (stereo not given) | 19%
O=C1CSC(=O)N1c1ccc(Br)cc1 | 0%

(more compounds)
SMILES | RNase H inhibition
O=C(/C=C/c1ccc([N+](=O)[O-])cc1)NC(=S)Nc1ccccc1Cl | 1%
CC1=CC(C)(C)N(C(=O)c2ccc(F)cc2)c2ccccc21 | 10%
Cc1ccc2[nH]c3c(c2c1)CCCC3N=Cc1ccc(Cl)cc1 (stereo not given) | 6%
COc1ccc(C(=O)NC(=S)Nc2ccc(F)c([N+](=O)[O-])c2)cc1 | 9%
COc1ccccc1NC(=O)c1ccccc1NC(=O)c1cccs1 | 10%
COc1ccc(NC(=S)NC(=O)c2ccc(OC)c([N+](=O)[O-])c2)c(OC)c1 | 4%
COc1ccc(/C=C(/C#N)C(=O)Nc2ccc(O)cc2)cc1 | 12%
O=[N+]([O-])c1ccc(N2CCOCC2)cc1N1CCN(CCO)CC1 | 0%
CCCCNC(=O)/C(=C/c1ccc(Cl)cc1)NC(=O)c1ccc(OC)cc1 | 0%
CCOC(=O)C1=C(C)N(c2ccc(Br)cc2)C(=O)/C1=C\c1cc(OC)c(OC)c(OC)c1 | 0%
Cc1ccccc1C(=O)Nc1sc2c(c1C(=O)Nc1cccc3ccccc13)CCC2 | 13%
CCCC(C)C(=O)Nc1cccc(F)c1 (stereo not given) | 10%
CC1(C)CC(=O)C2=C(C1)NC1=C(C(=O)CC(C)(C)C1)C2c1ccc(I)cc1 | 9%
O=C1C=C(Nc2ccc([N+](=O)[O-])cc2)CN1 | 13%
O=S(=O)(Cc1ccccc1)NCC1CCCO1 (stereo not given) | 6%
CCOC(=O)C1=C(N)OC2=C(C(=O)CCC2)C1c1ccc(Cl)cc1Cl (stereo not given) | 0%
CCC(NS(=O)(=O)c1ccc2c(c1)Cc1cc(S(=O)(=O)NC(CC)C(=O)O)ccc1-2)C(=O)O (stereo not given) | 4%
O=C1NC(=O)N(c2cccc(F)c2)C(=O)/C1=C/c1ccc(Oc2ccc([N+](=O)[O-])cn2)cc1 | 8%
O=C(N/N=C/c1cc(Br)cc(Br)c1O)c1ccc(F)cc1 | 3%
Cc1ccc(NC(=O)COc2ccc(Cl)cc2Cl)cc1C | 27%
O=c1[nH]c(=O)n(Cc2ccccc2)c(O)c1/C=C1\C=CC=N1 | 0%
O=C1CC(c2c(F)cccc2Cl)Nc2ccc3ccccc3c21 (stereo not given) | 25%
CCOc1ccc(NC(=O)CN(CCc2ccccc2)S(=O)(=O)c2ccccc2)cc1 | 17%
O=c1c2ccccc2c2nc3c(c(-c4ccccc4O)c12)c(=O)c1ccccc13 | 23%
CCCOC(=O)C1=C(C)NC2=C(C(=O)CC(c3ccc(OC)cc3)C2)C1c1ccc(OCCC)c(OC)c1 (stereo not given) | 10%
CCCCCOc1ccc(C2(c3ccccc3)NC(=O)NC2=O)cc1 (stereo not given) | 0%
COc1ccc(N2C(=O)c3ccc(Oc4cccc([N+](=O)[O-])c4)cc3C2=O)c([N+](=O)[O-])c1 | 11%
O=S(=O)(c1ccccc1)N1C2C=CC(C2)C1(C(F)(F)F)C(F)(F)Cl (stereo not given) | 6%
CCOC(=O)C1=C(C)N=c2s/c(=C\c3cc(Br)c(OCc4ccccc4Cl)c(OC)c3)c(=O)n2C1c1ccccc1Cl (stereo not given) | 0%

An excerpt of the results above, as a working copy:
SMILES | RNase H inhibition
CCOC(=O)C1=C(N)OC2=C(C(=O)CCC2)C1c1ccc(Cl)cc1Cl (stereo not given) | 0%
CCC(NS(=O)(=O)c1ccc2c(c1)Cc1cc(S(=O)(=O)NC(CC)C(=O)O)ccc1-2)C(=O)O (stereo not given) | 4%
O=C1NC(=O)N(c2cccc(F)c2)C(=O)/C1=C/c1ccc(Oc2ccc([N+](=O)[O-])cn2)cc1 | 8%

Screens as filed in PubChem.
